aSyn tox rescue = qHTS of alpha-syn Inhibitors: NCGC Sytravon Library Screen; 0.02% of 94,000 active; Potency, µM (series often up to 46.1 µM), for the others: top-dose growth rescue (activation), usual class: activators; S. cerevisiae alpha-synuclein toxicity rescue, BacTiter-Glo growth, 24 h; active = well fitted activation curve with a large enough effect; inconclusive = small, poorly fitted or top-dose-only effect; also: 0% is about no effect
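Growth restoration measured by BacTiter-Glo luminescence after 24 hr at 30 deg C; alpha-synuclein yeast, raffinose-pregrown to mid-log, were added at OD600=0.02 in galactose medium onto pinned compounds.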
An asterisk follows results filed as active; u = inconclusive; [ ] = remark or other dose. Potency is read from the fitted curve at half-maximal effect. Only part of the results is shown (hit frequency here may not be typical).

Start of the listing, in advance, 5 compounds:
| molecule | aSyn tox rescue |
| --- | --- |
| COc1ccc(C2C=C(c3ccc(Cl)cc3)Nc3nc(-c4ccc(Cl)cc4)nn32)cc1 (configuration not stated) | -9% |
| CSc1nn(CC(=O)Nc2cc(C)ccc2C)c(N)c1S(=O)(=O)c1ccccc1 | 5% |
| O=C(Cc1c(F)cccc1Cl)Nc1cc(S(=O)(=O)N2CCCCC2)ccc1N1CCOCC1 | -1% |
| Cc1ccc(Cl)cc1N1CCN(C(=O)c2cc3ccc4cccnc4c3[nH]2)CC1 | 16% |
| CCc1nc2cccnc2n1-c1ccc(CC(=O)Nc2cccc(C)c2C)cc1 | -7% |

Main list (from the top)
| molecule | aSyn tox rescue |
| --- | --- |
| COc1ccc(C2C=C(c3ccc(Cl)cc3)Nc3nc(-c4ccc(Cl)cc4)nn32)cc1 (configuration not stated) | -9% |
| CSc1nn(CC(=O)Nc2cc(C)ccc2C)c(N)c1S(=O)(=O)c1ccccc1 | 5% |
| O=C(Cc1c(F)cccc1Cl)Nc1cc(S(=O)(=O)N2CCCCC2)ccc1N1CCOCC1 | -1% |
| Cc1ccc(Cl)cc1N1CCN(C(=O)c2cc3ccc4cccnc4c3[nH]2)CC1 | 16% |
| CCc1nc2cccnc2n1-c1ccc(CC(=O)Nc2cccc(C)c2C)cc1 | -7% |
| COc1ccc(NC(=O)Cn2nnnc2-c2ccccc2F)c(C)c1 | 2% |
| CC1=C(C(=O)OC2CCCCC2)C(c2cccnc2)n2nnnc2N1 (configuration not stated) | 11% |
| Cc1cc(=O)n2nc(N3CCC(C(=O)Nc4ccc(C(C)C)cc4)CC3)sc2n1 | -3% |
| CCOc1ccccc1CNCCSc1nnnn1C | 6% |
| Cc1ccc(S(=O)(=O)N(C)C)cc1NC(=O)C1Cc2ccccc2CN1C(=O)c1ccco1 (configuration not stated) | -1% |
| Cc1ccccc1NC(=O)c1c(C)nn(-c2ccccc2)c1Cl | 1% |
| COc1cccc(C(c2sc3nc(-c4ccco4)nn3c2O)N2CCC(C)CC2)c1 (configuration not stated) | 0% |
| COc1ccc(C(=O)N2CCNC(=O)C2CC(=O)Nc2cc(Cl)ccc2OC)cc1 (configuration not stated) | -3% |
| CCc1c(C)c2ccc(O)c(CN3CCN(c4cc(Cl)ccc4C)CC3)c2oc1=O | -1% |
| COc1ccccc1CCC(=O)OCC(=O)Nc1cc(S(=O)(=O)N2CCOCC2)ccc1C | 1% |
| Cc1ccc(OCC(=O)O/N=C(\N)c2ccncc2)cc1C | 15% |
| Cn1c(=O)[nH]c(=O)c2c1nc(NCCO)n2CC(O)COc1ccccc1 (configuration not stated) | -6% |
| O=C(Nc1cccc(Cl)c1)N1CCC(CN2CCOCC2)CC1 | -4% |
| O=C(COc1ccc(F)cc1)Nc1ccccc1OCc1cc(=O)n2ccccc2n1 | 2% |
| CC(C)c1ccc(C(=O)OCC(=O)Nc2cccc(S(=O)(=O)NC3=NCCC3)c2)cc1 | 1% |

Another view of part of the listing above:
> COc1ccccc1CCC(=O)OCC(=O)Nc1cc(S(=O)(=O)N2CCOCC2)ccc1C
  aSyn tox rescue = 1%

> Cc1ccc(OCC(=O)O/N=C(\N)c2ccncc2)cc1C
  aSyn tox rescue = 15%

Remaining list, next part:
| molecule | aSyn tox rescue |
| --- | --- |
| COc1cc(C=C2C(=O)c3ccccc3C2=O)cc(OC)c1 | 0% |
| CCOC(=O)C(CC)n1nc(C)n2c(cc3occc32)c1=O (configuration not stated) | -3% |
| CC1CN(C(=O)COC(=O)c2cccc(NS(=O)(=O)c3ccccc3)c2)CC(C)O1 (configuration not stated) | 3% |
| CN(CC(=O)Nc1cc(Cl)cc(Cl)c1)Cc1cccs1 | 14% |
| O=C(c1ccc(Cl)c(S(=O)(=O)N2CCOCC2)c1)N(Cc1nnc(-c2ccccc2Cl)o1)C1CC1 | 13% |
| O=C(NCCc1ccccc1)c1nn(-c2ccccc2Cl)nc1CO | -2% |
| Cc1c(/C(O)=C2/C(=O)C(=O)N(CCN3CCOCC3)C2c2ccco2)cnn1-c1ccccc1 (configuration not stated) | 1% |
| CC(C)c1cccc(OCC(=O)Nc2ccc(S(=O)(=O)Nc3ccccn3)cc2)c1 | 2% |
| COc1ccccc1C(=O)Nc1ccc(S(=O)(=O)Nc2nc(C)cc(C)n2)cc1 | 5% |
| CCOC(=O)C1CCC(CN(Cc2ccc(Cl)cc2)S(=O)(=O)c2ccc(Br)cc2)CC1 (configuration not stated) | -3% |
| Cc1ccc(C)c(CSc2cn(CCNC(=O)c3ccccc3F)c3ccccc23)c1 | 5% |
| COc1ccccc1NC(=O)c1cc(S(=O)(=O)N(C)C2CCCCC2)ccc1F | -2% |
| Cc1cc2nc(-c3cccc(NC(=O)CSc4ccc(Cl)cc4)c3)oc2cc1C | -5% |
| CCOc1ccc(C2CC(=O)c3c([nH]c(C(=O)OCC4CCCCC4)c3C)C2)cc1 (configuration not stated) | -8% |
| COCCNC(=O)C(c1ccc(O)cc1)N(Cc1ccccc1)C(=O)CCC(=O)Nc1nccs1 (configuration not stated) | -2% |
| Cc1ccc(Cc2cnc(NC(=O)C3Cc4ccc(C)cc4C(=O)O3)s2)cc1 (configuration not stated) | -3% |
| CCOC(=O)N1CCC(=NNc2ncc(C(F)(F)F)cc2Cl)CC1 | -7% |
| COc1ccccc1CCNC(=O)C1CC(=O)N(c2ccccc2F)C1 (configuration not stated) | 4% |
| Cc1cc(Nc2cccc(Cl)c2)nc2ccc(NC(=O)c3cncc(Br)c3)cc12 | -41%[inhibitor] |
| CCOc1ccc(N(CC)S(=O)(=O)N2CCCC(C(=O)NCc3ccccc3Cl)C2)cc1 (configuration not stated) | 13% |
| Cn1c(=O)c(C(=O)O)nn(-c2ccccc2)c1=O | 7% |
| OCCCn1c(-c2ccccc2)csc1=Nc1ccccc1 | 7% |
| CCCCN(CCCC)CCCNC(=O)c1ccc2nc(N3CCCCC3)sc2c1 | 3% |
| CC(C)CC(=O)NC(=S)Nc1cccc2nsnc12 | -2% |
| Cc1ccc(S(=O)(=O)c2nc(/C=C/c3ccccc3)oc2N2CCC(C(N)=O)CC2)cc1 | 4% |
| CC(C)CC1NC(=O)c2cc3ccccc3cc2-n2c1nc1ccc(Cl)cc1c2=O (configuration not stated) | 10% |
| COc1cc2c(cc1OC)C(COc1cc(C)cc(C)c1)N(C(=O)C(C)(C)C)CC2 (configuration not stated) | u |
| CC(=O)Nc1ccc(N(C(=O)c2ccco2)C(C(=O)NC2CCCC2)c2ccc(N(C)C)cc2)cc1 (configuration not stated) | 10% |
| COc1ccc(N2CCN(C(CNC(=O)c3c(F)cccc3F)c3ccc4c(c3)OCO4)CC2)cc1 (configuration not stated) | 0% |
| O=C(Cn1c2ccc(F)cc2c2nc3n(c(=O)c21)CCS3)N1CCCC1 | -3% |
| CCOC(=O)C1=C(COC(=O)CNC(=O)c2cc(OC)c(OC)c(OC)c2)NC(=O)NC1C (configuration not stated) | -1% |
| CCc1nc2ccc(C(=O)N3CCN(c4ccccc4)CC3)cc2nc1CC | -3% |
| CCOC(=O)Cc1ccc(NC(=O)N2CCOc3ccc(C)cc32)cc1 | -7% |
| CCc1cccc(C)c1NC(=O)COC(=O)CCn1c(C)csc1=O | 2% |
| CCN1/C(=c2/s/c(=C3/C(=O)N(c4ccccc4)N=C3C)n(CC)c2=O)C=Cc2ccccc21 | -22% |
| Cc1ccccc1-c1ccc2c(c1)O[C@@H](CN(C)C(=O)Nc1ccc(C(F)(F)F)cc1)[C@H](C)CN([C@@H](C)CO)S2(=O)=O | -4% |
| COc1cc(OC)cc(C(=O)N[C@H](C(=O)Nc2nc(-c3ccc(OC)c(OC)c3)cs2)C(C)C)c1 | 8% |
| O=C(CSc1ccccc1)NNC(=O)c1ccncc1 | -6% |
| Cc1ccc(NC(=O)NN2CCOCC2)cc1 | 7% |
| CCOC(=O)c1sc2ccccc2c1S(=O)(=O)N1CCN(c2cccc(C)c2)C(C)C1 (configuration not stated) | 5% |

(cont.)
canonical_smiles	aSyn tox rescue
CCC1(c2ccccc2)NC(=O)N(CC(=O)Nc2ccc(S(=O)(=O)Nc3ncccn3)cc2)C1=O (configuration not stated)	0%
O=C(O)c1ccccc1NC(=O)N1CCOCC1	-45%[inhibitor]
Cc1cc(=O)[nH]c(-c2cccnc2)n1	4%
CCCCCn1c(=O)[nH]c2cc(C(=O)Nc3cc(C)cc(C)c3)ccc2c1=O	-11%
CCc1nn(CC(=O)NCCc2ccc(Cl)cc2)c(=O)c2cc3c(OC)cccc3n12	-10%
CCOc1ccc(-c2cc3c(=O)n(CC(=O)NCc4ccc(Cl)cc4)ccn3n2)cc1	-1%
CC(=O)c1cccc(NC(=O)CCn2c(=O)oc3ccccc32)c1	5%
CC(C)C(C(=O)NCC1CCCO1)N(C(=O)CNS(=O)(=O)c1ccc(F)cc1)c1ccccc1 (configuration not stated)	8%
Cc1ccc(S(=O)(=O)c2c(Nc3cc(F)ccc3F)sc(C(=O)c3ccc(F)cc3)c2N)cc1	4%
N#C/C(=C\c1c(Oc2ccccc2F)nc2ccccn2c1=O)C(=O)NC1CCS(=O)(=O)C1 (configuration not stated)	2%
CC(C)c1ccc(-c2nc(C(N)=O)c3c(n2)n(-c2ccc4c(c2)OCO4)c(=O)n3C)cc1	17%
C/C(=N\NC(=O)CN(c1ccccc1Br)S(C)(=O)=O)c1cccs1	13%
Cc1nc(SCC(=O)O)n[nH]1	-1%
COc1ccc(OC)c(S(=O)(=O)N2CCC(C(=O)NCc3ccncc3)CC2)c1	-2%
Cc1ccc(-c2c(C)sc3ncn(CC(=O)N4CCOCC4)c(=O)c23)cc1C	-2%
Cc1ccc(NC(=O)CCSc2nc(-c3ccc4c(c3)OCO4)cc(C(F)(F)F)n2)c(C)c1	-4%
Cc1ccc(N2C(=O)c3ccccc3C2Nc2ccc(S(=O)(=O)N3CCCCC3)cc2)nc1 (configuration not stated)	7%
O=C(N/C(=C\c1ccco1)C(=O)N1CCOCC1)c1ccco1	2%
Cc1cccc(C)c1NC(=S)N(CCc1ccncc1)C(C)C	-1%
Cc1nc(SCC(=O)NCc2cccs2)nc(C)c1C	4%
N/C(=N\OC(=O)CCCN1C(=O)c2ccccc2C1=O)c1ccccn1	3%
CC(=O)c1cccc(NC(=O)CN2C(=O)c3ccccc3Sc3ncccc32)c1	-2%
COc1ccccc1NS(=O)(=O)c1cccc(NC(=O)c2cc3ccccc3oc2=O)c1	1%
CSc1ncccc1C(=O)Nc1ccc(F)c(F)c1F	-10%
Cc1cc(=O)c2ccc(NC(=O)c3ccccc3)cc2[nH]1	1%
Cc1ccc2c(CN3CCN(c4ccc(Cl)cc4)CC3)cc(=O)oc2c1	0%
C[C@H](CO)N1C[C@H](C)[C@H](CN(C)Cc2cncnc2)Oc2cc(Br)ccc2S1(=O)=O	-8%
COc1ccccc1N1CCN(C(=O)C(CCSC)NS(=O)(=O)c2ccc3c(c2)oc(=O)n3C)CC1 (configuration not stated)	-4%
C=CCNC(=S)/C(=C(/[O-])c1ccc([N+](=O)[O-])cc1)[n+]1ccccc1	9%
Cc1ccc(CNC(=O)CSc2nc(=O)n3ccc(C)cc3n2)cc1	3%
COc1ccc(NC(=O)CCc2ccc(OC)c(OC)c2)cn1	6%
COc1cccc(Nc2nc3ccc(C)cc3nc2-n2nc(C)cc2C)c1	7%
C[C@@H]1CN([C@@H](C)CO)C(=O)c2cc(Br)cnc2O[C@H]1CN(C)C(=O)CN1CCOCC1	-1%
COC(=O)c1scc(-c2ccc(C)cc2)c1S(=O)(=O)Nc1c(C)cc(C)cc1C	2%
COc1cccc(CC(=O)Nc2ccc(-c3nc4ccccc4s3)cc2)c1	-11%
O=C(CCc1ccccc1)Nc1ccc(S(=O)(=O)N2CCOCC2)cc1	-6%

4 entries from above, as labelled records:
COc1ccc(NC(=O)CCc2ccc(OC)c(OC)c2)cn1
  aSyn tox rescue: 6%
Cc1cc(=O)c2ccc(NC(=O)c3ccccc3)cc2[nH]1
  aSyn tox rescue: 1%
O=C(CCc1ccccc1)Nc1ccc(S(=O)(=O)N2CCOCC2)cc1
  aSyn tox rescue: -6%
COc1cccc(Nc2nc3ccc(C)cc3nc2-n2nc(C)cc2C)c1
  aSyn tox rescue: 7%

(list continues)
canonical_smiles	aSyn tox rescue
Cc1ccc(-c2nc3cc(C(C)C)ccc3o2)cc1NC(=O)c1cc2ccccc2o1	-2%
CSc1cccc(Nc2cc(C(=O)NCCc3ccc(Cl)cc3)c3ccccc3n2)c1	10%
Cc1c(C(=O)OC(C)C)sc(NC(=O)C2c3ccccc3Oc3ccccc32)c1C(=O)OC(C)C	1%
CCSc1ncc(Cl)c(C(=O)Nc2nnc(CC)s2)n1	-2%
O=C(NCCc1csc(-c2ccccc2)n1)c1cccs1	-8%
CCOC(=O)c1cc(-c2ccccc2)n(-c2cccc(C(=O)N(C)c3ccc(C)cc3)c2)c1C	8%
O=C(NN=Cc1ccc2c(c1)CCN2)c1cccs1	-6%
CCOC(=O)c1c(NC(=O)c2ccc(OC)cc2)sc2c1CCCCC2	2%
Cc1ccc(NC(=O)CSc2nc3ccc(NC(=O)c4ccco4)cc3s2)cc1	-5%
COc1ccc(S(=O)(=O)NCc2ccc(C(=O)NCc3ccccc3)cc2)cc1	-8%
CCOC(=O)c1c(-c2ccccc2)oc2ccc(OCc3cccc(Br)c3)cc12	0%
COc1cccc(NC(=O)CC2Oc3ccccc3NC2=O)c1 (configuration not stated)	-3%
COc1ccc(NC(=O)Cn2c(=O)n(-c3cccc(C(F)(F)F)c3)c(=O)c3sccc32)cc1	2%
Cc1ccc(OCCC(=O)OCC(=O)Nc2ccc3c(c2)OCO3)cc1	11%
CCOC(=O)N1CCc2c(sc(NCc3sccc3C)c2C(=O)Nc2cc(OC)ccc2OC)C1	2%
CCOC(=O)N(C)C[C@@H]1OCc2cnnn2CCCC(=O)N([C@@H](C)CO)C[C@@H]1C	10%
COc1cc(NC(=O)Cn2cnc(S(=O)(=O)N3CCCC3)c2)cc(OC)c1OC	1%
CCOc1ccc(S(=O)(=O)NCCC(=O)N2CCN(c3ccccc3O)CC2)cc1	1%
